# Screening results as filed in PubChem BioAssay.
# Vc quorum ag = inducers of Vibrio cholerae quorum light production without autoinducers, primary screen, BH1578 luxS cqsA deficient, single point | V. cholerae BH1578 lux reporter, luminescence, 6 h | activation, % at 18.7 µM | 0.16% of 350,000 active; in the data active = activation mostly above about 9.7%, no sharp cut-off; inconclusive = no clear call, values can overlap the other calls; inactive = mostly below about 3.7%; also: not every result past the cut was called active; inactives centre near 0; reference of the scale not given here
# Y pestis TopoI = Yersinia pestis topoisomerase I inhibitors, primary screen, biochemical, cleavage product accumulation, plate reader, single point | DNA topoisomerase I (Yersinia pestis CO92) | Y. pestis Topo-I cleavage product accumulation | activity, % at 10 µM | 0.064% of 360,000 active; in the data active = activity above about 50%, passing the limit was not always enough; inconclusive = no clear call, values can overlap the other calls; also: inactives centre near 2
# SSB-PriA inh = inhibitors of Klebsiella pneumoniae PriA binding to SSB C-terminal tail, primary screen, biochemical, AlphaScreen; 0.6% of 430,000 active; inhibition, % at 33 µM; AlphaScreen SSBct-PriA binding, biotinylated peptide; PriA–SSB C-terminal tail interaction (Klebsiella pneumoniae); AID 1272365, 2023; in the data active = inhibition mostly above about 37%, no sharp cut-off; inactive = mostly below about 20%;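 also: plate controls were negative control peptide for no effect and reference peptide for full effect; strong numbers were not always called active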
# VHR inh abs = VHR1 phosphatase inhibitors, primary screen, biochemical, absorbance, uHTS; Dual specificity protein phosphatase 3 (Homo sapiens), P51452; recombinant VHR phosphatase, pNPP absorbance; inhibition, % at 13.3 µM; 0.52% of 290,000 active; in the data active = inhibition above about 50%; also: some compounds called inactive have numbers as strong as hits
# Target sequence (P51452 whole entry, looked up): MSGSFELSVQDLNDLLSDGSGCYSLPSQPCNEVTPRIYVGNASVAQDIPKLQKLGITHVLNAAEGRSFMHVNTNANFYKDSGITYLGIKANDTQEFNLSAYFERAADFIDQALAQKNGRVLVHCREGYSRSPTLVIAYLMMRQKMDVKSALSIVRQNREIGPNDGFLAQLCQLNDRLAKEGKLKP
# PfHsp40 yeast = rescue of yeast from PfHsp40 toxicity, primary screen, S. cerevisiae, ATP luminescence; 0.68% of 340,000 active; AID 504582, 2011; S. cerevisiae expressing PfHsp40, growth rescue; growth rescue, % at 12.5 µM; in the data active = growth rescue above about 28%, passing the limit was not always enough; inconclusive = no clear call, values can overlap the other calls;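 also: yeast W303a lacking pdr1 and pdr3 grown in galactose medium; growth measured after three days at 30 °C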
# BoNT A protease = BoNT/A light chain protease inhibitors, primary screen, biochemical, flow cytometry, MLPCN library; multiplex microsphere protease substrate cleavage; inhibition, % at 10 µM; 0.17% of 360,000 active; AID 588499, 2011; also: plate controls were buffer without enzyme for full effect and enzyme alone for no effect
# CCHF vOTU inh = CCHFV vOTU protease inhibitors, primary screen, biochemical, Pep-AMC substrate, fluorescence. 0.55% of 370,000 active. inhibition, % at 11.5 µM. AID 651958, 2012; in the data active = inhibition above about 30%; also: 0% = vehicle wells with enzyme and 100% = no enzyme wells
# 3CLpro inhibitor = SARS-CoV 3CLpro protease inhibitors, primary screen, biochemical, quenched FRET; AID 1706, 2009; Replicase polyprotein 1ab (Severe acute respiratory syndrome coronavirus), P0C6X7; recombinant SARS-CoV 3CLpro, quenched FRET peptide cleavage; inhibition, % at 6 µM; 0.14% of 290,000 active; in the data active = inhibition above about 12%
# TcdB inh = TcdB glycohydrolase inhibitors, primary screen, biochemical, single point, plate reader; Toxin B (Clostridioides difficile), P18177; TcdB glycohydrolase enzymatic assay; inhibition, % at 9.99 µM; 0.24% of 350,000 active; AID 652162, 2013; in the data active = inhibition above about 10%
# Anthrax LF inh2 = Bacillus anthracis LF protease inhibitors, primary screen, biochemical, multiplex microsphere, MLPCN library; multiplex microsphere protease cleavage assay; inhibition, % at 10 µM; 0.12% of 360,000 active; also: plate controls were buffer without enzyme for full effect and enzyme alone for no effect
# Target sequence (P15917 whole entry, looked up): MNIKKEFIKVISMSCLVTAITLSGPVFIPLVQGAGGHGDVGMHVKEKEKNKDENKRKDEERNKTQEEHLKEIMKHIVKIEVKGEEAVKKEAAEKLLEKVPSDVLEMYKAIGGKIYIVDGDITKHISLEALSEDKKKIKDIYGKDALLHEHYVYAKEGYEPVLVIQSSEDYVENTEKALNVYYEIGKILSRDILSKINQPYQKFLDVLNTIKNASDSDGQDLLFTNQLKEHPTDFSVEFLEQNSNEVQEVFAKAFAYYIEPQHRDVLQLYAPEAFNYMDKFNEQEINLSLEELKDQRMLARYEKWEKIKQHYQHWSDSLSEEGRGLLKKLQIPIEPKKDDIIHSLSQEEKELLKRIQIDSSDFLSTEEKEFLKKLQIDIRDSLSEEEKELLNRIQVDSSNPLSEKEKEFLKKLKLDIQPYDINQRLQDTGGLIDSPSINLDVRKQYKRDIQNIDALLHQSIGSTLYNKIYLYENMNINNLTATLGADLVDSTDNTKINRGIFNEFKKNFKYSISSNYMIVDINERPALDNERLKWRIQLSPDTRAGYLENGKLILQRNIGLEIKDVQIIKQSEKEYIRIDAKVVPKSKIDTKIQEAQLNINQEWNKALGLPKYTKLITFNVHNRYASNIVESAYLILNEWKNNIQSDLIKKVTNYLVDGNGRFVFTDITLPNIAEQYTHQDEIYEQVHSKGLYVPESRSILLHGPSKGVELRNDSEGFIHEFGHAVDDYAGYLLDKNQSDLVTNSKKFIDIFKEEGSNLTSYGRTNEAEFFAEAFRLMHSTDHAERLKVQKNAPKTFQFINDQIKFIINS
# * marks the source's active call; other numbers are inactive results; i = inactive; u = inconclusive; x = not tested or not shown. Rule as the data show it, unless noted: active = inhibition above about 30%; inconclusive = no clear call, values can overlap the other calls; inactive = below that. Not all compounds are listed; the hit share may differ from the screen's.
SMILES,Vc quorum ag,Y pestis TopoI,SSB-PriA inh,VHR inh abs,PfHsp40 yeast,BoNT A protease,CCHF vOTU inh,3CLpro inhibitor,TcdB inh,Anthrax LF inh2
CN1CCC(N(C)C(=O)/C=C/c2cn(-c3ccccc3)nc2-c2cccs2)CC1,1.6,-38,8,7,1.0,-1.6,-11,-2,2.2,-6
CCOc1ccc(CN2CCN(CC3=Cc4cccc(OC)c4OC3)CC2CCO)cc1 (stereo unspecified),-2.0,21,14,4,-1.2,-0.4,0,-1,0.5,0
COc1ccc(C(=O)NC(=S)NCc2cccnc2)cc1Br,i,8,-13,15,-0.5,-0.6,-4,1,0.4,1
COc1ccc(-c2cc(C)no2)cc1S(=O)(=O)Nc1cccc(CN2CCCC2)c1,-0.4,-6,-6,18,-0.3,5.8,16,2,-1.4,4
CCOC(=O)N1CCN(CC(=O)N2c3ccccc3CC2C)CC1 (stereo unspecified),i,3,-2,30,0.1,-2.7,-4,0,x,0
N/C(=N\OC(=O)CCC1CCCC1)c1cccnc1,-0.4,7,x,32,-1.2,-0.4,3,2,x,0
CC(=O)NC12CC3CC(C1)CC(C(=O)N1CCN(S(=O)(=O)c4cccc(F)c4)CC1)(C3)C2,0.6,14,-5,24,0.9,2.3,2,-3,1.3,-2
CC(C)(C)S(=O)(=O)c1cnc(-c2ccccn2)nc1N,i,2,-16,4,-1.9,-0.7,-7,3,1.5,5
COc1ccc2cc(CCNC(=O)c3cccs3)c(=O)[nH]c2c1,-0.2,6,-4,-4,0.5,-0.6,7,1,0.7,3
O=C(c1ccco1)N1CCN(C(=O)c2ccc(COc3ccc4c(c3)CCC4)o2)CC1,0.7,5,22,6,8.6,0.7,8,6,x,-2

# Reprinted from the results shown (three entries):
SMILES,Vc quorum ag,Y pestis TopoI,SSB-PriA inh,VHR inh abs,PfHsp40 yeast,BoNT A protease,CCHF vOTU inh,3CLpro inhibitor,TcdB inh,Anthrax LF inh2
CC(C)(C)S(=O)(=O)c1cnc(-c2ccccn2)nc1N,i,2,-16,4,-1.9,-0.7,-7,3,1.5,5
COc1ccc2cc(CCNC(=O)c3cccs3)c(=O)[nH]c2c1,-0.2,6,-4,-4,0.5,-0.6,7,1,0.7,3
O=C(c1ccco1)N1CCN(C(=O)c2ccc(COc3ccc4c(c3)CCC4)o2)CC1,0.7,5,22,6,8.6,0.7,8,6,x,-2

# (next part)
SMILES,Vc quorum ag,Y pestis TopoI,SSB-PriA inh,VHR inh abs,PfHsp40 yeast,BoNT A protease,CCHF vOTU inh,3CLpro inhibitor,TcdB inh,Anthrax LF inh2
Cc1cc(C)c(Cc2c(C)nc3c(C(=O)NCc4ccco4)cnn3c2C)c(C)c1,-0.3,20,-4,-31,1.4,-1.2,-7,-3,1.5,-7
O=C(c1cc(-c2cccnc2)nc2ccccc12)N1CCN(S(=O)(=O)c2ccc(Cl)s2)CC1,-0.3,11,14,x,1.2,-0.3,-6,x,0.2,-2
Nc1nc(COc2ccc(F)cc2)nc(N2CCCCC2)n1,i,-5,-13,12,-0.9,-0.5,-19,1,0.6,-2
CC(=O)Nc1ccc(N2CCOCC2)c([N+](=O)[O-])c1,-0.2,-5,-4,25,1.1,-0.5,13,0,-0.5,0
COc1ccc(NS(=O)(=O)c2cc(NC(=O)CC3CCCC3)ccc2N2CCOCC2)cc1,-0.9,28,-10,22,-0.5,0.3,-5,2,-0.3,0
N#CCCn1cc(C(=O)CN2C(=O)NC3(CCc4ccccc43)C2=O)c2ccccc21 (stereo unspecified),i,-13,x,x,x,0.1,-2,x,1.1,-6
COc1ccc(S(=O)(=O)N(CC(=O)NCC2CCCO2)Cc2ccccc2)cc1 (stereo unspecified),-0.3,13,-6,31,0.7,0.2,8,1,0.4,0
Cc1cc(Cl)nc(Cl)c1C(=O)NCc1ccc(Cl)cc1,-1.9,-4,-16,x,2.0,0.8,2,-6,1.9,11
NC1=NC(=O)/C(=C\C=C\c2ccccc2)S1,-0.3,4,-7,26,-1.8,-0.3,0,3,x,0
CCOP(=O)(OCC)C(NC(=O)c1cc([N+](=O)[O-])cc([N+](=O)[O-])c1)C(F)(F)F (stereo unspecified),-0.5,-3,-15,18,-0.9,-0.1,-2,5,1.0,-2

# A second format for three compounds above:
smiles	Vc quorum ag	Y pestis TopoI	SSB-PriA inh	VHR inh abs	PfHsp40 yeast	BoNT A protease	CCHF vOTU inh	3CLpro inhibitor	TcdB inh	Anthrax LF inh2
Cc1cc(C)c(Cc2c(C)nc3c(C(=O)NCc4ccco4)cnn3c2C)c(C)c1	-0.3	20	-4	-31	1.4	-1.2	-7	-3	1.5	-7
O=C(c1cc(-c2cccnc2)nc2ccccc12)N1CCN(S(=O)(=O)c2ccc(Cl)s2)CC1	-0.3	11	14	x	1.2	-0.3	-6	x	0.2	-2
Nc1nc(COc2ccc(F)cc2)nc(N2CCCCC2)n1	i	-5	-13	12	-0.9	-0.5	-19	1	0.6	-2

# New compounds follow:
SMILES,Vc quorum ag,Y pestis TopoI,SSB-PriA inh,VHR inh abs,PfHsp40 yeast,BoNT A protease,CCHF vOTU inh,3CLpro inhibitor,TcdB inh,Anthrax LF inh2
CCC1(CC)NC(=O)N(CC(=O)OC(C)C(=O)Nc2ccc(Cl)cn2)C1=O (stereo unspecified),i,4,5,x,0.2,-7.6,11,x,0.3,u
Cc1ccc(S(=O)c2ccc(NC(=O)C3CC3)cc2C#N)cc1 (stereo unspecified),-2.6,-1,-24,19,-1.3,-0.6,10,-2,0.3,1
Cc1ccc(C)c(NC(=O)C(Sc2nc3ccc(C)cc3[nH]2)c2ccccc2)c1 (stereo unspecified),-0.4,-6,-2,-6,1.4,-0.3,1,-3,1.2,-2
CCN1CCN(c2cc(C)c3cc(NC(=O)Cc4ccc(OC)c(OC)c4)ccc3n2)CC1,-0.2,-6,-9,-6,-0.2,0.9,-21,1,-0.8,-3
Cc1cccc2c1-c1sc(C(=O)NCCCN3CCC(C)CC3)cc1CO2,i,2,-19,7,0.0,1.3,-360,-2,0.3,-2
O=C(C1CCC1)N1CCc2cc(S(=O)(=O)NCc3cccnc3)ccc21,-0.6,3,11,10,0.1,-0.9,0,2,x,-2
CC1CCCCC1NC(=O)Cn1c(=O)cnc2ccccc21 (stereo unspecified),5.0,-1,-8,x,-0.2,-0.4,-5,x,0.5,-7
CCCc1nn(C)c2c(=O)[nH]c(-c3cc(S(=O)(=O)Nc4ccc(NC(C)=O)cc4)ccc3OCC)nc12,2.4,-8,6,18,0.9,-1.2,9,-2,0.9,3
CC1=NNC(=O)C1CC(=O)N/N=C/c1ccc(C)o1 (stereo unspecified),i,-5,i,-1,x,0.3,-8,-5,1.6,-1
O=C1N(Cc2ccccc2)c2ccc(Cl)cc2C12OCCO2,i,-10,-13,2,-1.3,0.2,-4,5,0.7,-4
CC(=O)NC1(c2ccccc2)CCN(c2nc(C)cc(C)n2)CC1,i,2,-4,12,1.2,0.1,-6,-5,x,-2
O=S(=O)(c1cccc2nsnc12)N1CCN(c2ccc(F)cc2)CC1,-4.2,7,11,-12,0.0,-0.9,1,-1,-0.5,-4
Cc1nc2ccccc2nc(C)c1=NOCc1ccccc1Cl,i,4,-18,7,-0.3,0.4,9,5,-0.9,1
O=C1C=CC(=O)N1CCCCCCN1C(=O)C=CC1=O,x,x,-9,37,x,x,-15,-2,x,x
O=C(Nc1ccccc1C(=O)N1CCCCCC1)c1cccc(S(=O)(=O)N2CCOCC2)c1,-0.5,9,-4,-6,-0.9,-0.5,6,4,x,3
CCn1nnc2cc(C(=O)OCC(=O)N(C)Cc3cccc(F)c3)ccc21,-2.0,3,-14,x,0.1,2.4,10,x,0.8,1
COCCN1Cc2cccc(C(=O)NCc3cccs3)c2C1=O,i,-4,-6,-9,-0.4,-0.8,6,1,-0.2,2
CCCCCOC(=O)c1[nH]c2c(c1C)C(=O)C(C(=O)OC)C(C)C2 (stereo unspecified),-0.8,14,-2,30,1.8,-0.2,19,4,x,-5
Cc1cc(N/C=C(\C#N)S(=O)(=O)c2ccc(Cl)cc2)nc(C)n1,0.6,3,-2,16,0.8,u,0,2,-0.9,1
CCN(CC)CCC(c1ccc2c(c1)OCO2)c1c(O)cc(OC)cc1OC (stereo unspecified),-0.6,-1,7,11,0.2,-0.1,3,x,x,-4
COc1ccc(Cc2c(C(C)(C)C)nc3ccc(Cl)cn23)c(C)c1,x,x,x,x,x,2.0,5,x,-0.8,0
CCOC(=O)C1=CCN(S(=O)(=O)c2ccccc2C)C1c1ccc(Cl)c(Cl)c1 (stereo unspecified),x,x,x,x,x,0.6,18,x,-10,5
CCC1CN(C(=O)NCc2ccccc2)c2ccccc2O1 (stereo unspecified),-6.2,0,-25,27,2.6,-3.1,-5,-2,0.4,-7
O=C(NC1CCCC1)C(c1ccccn1)N(C(=O)c1csnn1)c1ccccc1Br (stereo unspecified),0.0,5,-2,x,-1.5,0.9,9,x,-0.1,-2
Cc1cccc(C(C)n2nnc3ccccc32)c1O (stereo unspecified),-3.0,5,-7,x,1.4,-0.3,3,x,1.6,1
CC(=O)Cc1nsc(NC(=O)c2ccccc2)n1,i,8,-14,33,1.0,0.0,20,-6,x,-7
CCN1CCN(Cc2oc(CO)cc(=O)c2O)CC1,-3.8,-1,-11,26,0.3,u,-3,2,x,-4
CCOC(=O)Cc1csc(NS(=O)(=O)c2ccc([N+](=O)[O-])cc2)n1,-0.7,11,-5,35,-1.4,0.2,-6,-3,-1.0,10
COc1ccc(C2NC(=S)N3C(c4ccc(OC)cc4)NC(=S)N23)cc1 (stereo unspecified),i,0,-6,16,-0.5,0.6,18,1,x,0
CCOC(=O)c1ccccc1NC(=O)c1c(F)c(F)c(F)c(F)c1F,-2.1,13,-40,18,1.0,0.2,10,-2,x,-1
